Screening results (PubChem)
CHT allo act: CHT positive allosteric modulators, primary screen, cell-based, membrane potential dye, choline EC20. High affinity choline transporter 1 (Homo sapiens), Q9GZV3. CHT-expressing cells; active compounds read high; LV-AA mutant CHT in HEK293 cells. B-score at 10 µM. 310,000 compounds, 0.49% hits;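 active = initial fluorescence not abnormally high and integrated response B-score, plate-corrected, over 3 SD above library mean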
Target sequence (Q9GZV3 whole entry, looked up): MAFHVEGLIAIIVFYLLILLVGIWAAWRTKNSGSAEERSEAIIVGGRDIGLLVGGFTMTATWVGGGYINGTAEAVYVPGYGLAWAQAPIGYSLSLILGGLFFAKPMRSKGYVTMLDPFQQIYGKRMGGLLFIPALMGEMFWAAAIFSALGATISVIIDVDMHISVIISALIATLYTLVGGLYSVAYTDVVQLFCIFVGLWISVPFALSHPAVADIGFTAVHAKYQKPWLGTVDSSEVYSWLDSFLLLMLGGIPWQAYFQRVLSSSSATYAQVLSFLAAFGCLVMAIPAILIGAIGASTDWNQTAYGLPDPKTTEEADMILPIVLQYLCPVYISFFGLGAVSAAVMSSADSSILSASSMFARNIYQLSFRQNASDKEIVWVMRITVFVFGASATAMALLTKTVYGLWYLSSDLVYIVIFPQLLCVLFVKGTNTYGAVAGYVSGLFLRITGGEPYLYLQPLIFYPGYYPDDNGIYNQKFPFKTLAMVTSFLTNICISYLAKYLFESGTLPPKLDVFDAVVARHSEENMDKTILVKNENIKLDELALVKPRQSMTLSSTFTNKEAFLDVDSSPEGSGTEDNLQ
OX1R antag: OX1R (HCRTR1) antagonists, primary screen, fluorescence, CHO/OX1R cells, Fluo-8 calcium, orexin A; Orexin/Hypocretin receptor type 1 (Homo sapiens), O43613; Fluo-8 calcium fluorescence; inhibition, % at 5 µM; 330,000 compounds, 0.43% hits;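 active = inhibition above its plate's threshold, mean inhibition of all tested compounds on the plate plus 3 SD, cut at about 37% in these data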;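 also: 0% = orexin A challenge wells and 100% = SB-334867-A antagonist wells; not every result past the cut was called active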
Target sequence (O43613 whole entry, looked up): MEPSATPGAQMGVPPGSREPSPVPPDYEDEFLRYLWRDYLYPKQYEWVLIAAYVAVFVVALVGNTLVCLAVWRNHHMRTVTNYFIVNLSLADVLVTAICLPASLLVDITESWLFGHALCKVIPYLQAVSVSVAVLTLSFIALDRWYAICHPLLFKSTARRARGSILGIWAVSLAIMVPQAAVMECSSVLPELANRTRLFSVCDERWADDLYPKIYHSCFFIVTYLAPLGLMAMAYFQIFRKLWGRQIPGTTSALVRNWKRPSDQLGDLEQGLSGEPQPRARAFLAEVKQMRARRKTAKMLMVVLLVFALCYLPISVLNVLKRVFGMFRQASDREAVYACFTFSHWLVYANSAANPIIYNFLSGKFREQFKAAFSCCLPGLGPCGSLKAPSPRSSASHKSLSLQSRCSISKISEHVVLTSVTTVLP
The depositor's hits bear a star; i = inactive; · = no result given.

SMILES	CHT allo act	OX1R antag
COc1ccc(Cn2nnnc2C(c2ccccn2)N2CCN(c3cc(Cl)ccc3C)CC2)cc1 (stereo not given)	i	-28
Cc1cccn2c(=O)c3cc(C(=O)NC(C)C)c(=N)n(Cc4ccncc4)c3nc12	i	-27
CCOC(=O)c1cnc2c(Cl)cccc2c1NCCN(C)C	i	-17
Cc1[nH]c2ccccc2c1C(=O)/C=C/c1ccccc1	i	-7
CCN(CC)CCOC(=O)/C=C/c1ccccc1OC	i	-26
Cc1cc(C(=O)NNC(=O)c2ccc(C)s2)c(C)o1	i	3
Cc1ccc(NC(=O)Cn2nnc(-c3ccccc3NC(=O)c3cccs3)n2)cc1	i	-21
CCOC(=O)c1sc(NNC(=O)c2ccc(C)cc2)nc1C	i	-16
O=C(Nc1ccccc1)c1ccc2c(c1)OCCCO2	i	0
Cc1cc(N2CCN(c3ccc(F)cc3)CC2)nc2cc(O)ccc12	i	-20
CN(c1ccc(C(=O)NCc2ccncc2)cc1)S(=O)(=O)c1ccc(Cl)cc1	i	-22
Cc1cccc(N2CCN(C(=O)N3CCCCC3)CC2)c1C	i	-16
CCN(CC)S(=O)(=O)c1ccc(-c2nnc(SCC(=O)Nc3nnc(C)s3)n2CC)cc1	i	-27
Cc1c(NC(=O)Nc2cccc(C(F)(F)F)c2)c(=O)n(-c2ccccc2)n1C	i	-27
O=C(CCN1CCCCC1=O)NC1CCCc2c1cnn2-c1ccccc1F (stereo not given)	i	-19
CCOC(=O)c1oc2ccccc2c1COC(=O)CNC(=O)c1ccccc1	i	-20
Cc1c(Cl)cccc1NC(=O)CNC(=O)c1cn(-c2ccccc2)nc1-c1cccnc1	·	7
CCOc1ccc(NC(=O)c2ccc(NC(=O)C3CCCO3)cc2)cc1 (stereo not given)	i	8
COc1cc(/C=C/C(=O)O[C@H]2[C@H](O[C@@H]3O[C@@H](C)[C@H](O)[C@@H](O)[C@H]3O)[C@@H](O)[C@H](OCCc3ccc(O)c(OC)c3)O[C@@H]2CO)ccc1O	·	-4
COC(C[C@H]1O[C@H]1C(=O)[C@@H](C)OCc1ccccc1)OC	i	-5
CC(Sc1ccc(S(=O)(=O)N2CCCC2)cn1)C(N)=O (stereo not given)	·	-9
Cc1ccc(C)c(CNS(=O)(=O)c2c(C)[nH]c(C)c2C(=O)N2CCCCC2)c1	i	-30
CC(C)CNS(=O)(=O)c1ccc(CCC(=O)NCc2ccncc2)cc1	i	-18
O=C(NCc1ccc(N2CCCC2=O)cc1)NC1CCCCC1	i	-11
Cc1nn(Cc2c(F)c(F)c(F)c(F)c2F)c(C)c1NC(=O)c1nn(C)cc1[N+](=O)[O-]	i	-29

(further entries)
SMILES	CHT allo act	OX1R antag
COc1ccc2c(c1)CC(C)C/C2=N\NC(=O)c1ccco1 (stereo not given)	i	-6
CC(Sc1ccc(Cl)cc1)C(=O)NNC(=O)c1ccco1 (stereo not given)	·	-8
O=C(NNC(=O)c1csc(-c2cccnc2)n1)c1ccccc1	i	-10
N#Cc1ccsc1NC(=O)CN1CCCCCC1	i	-11
O=S(=O)(NCC1CCCO1)c1ccc(S(=O)(=O)N2CCCC2)cc1 (stereo not given)	i	6
COc1cccc(NC(=O)C2C3C=CC4(O3)C2C(=O)N(C(C)C)C4C(=O)NC2CCCCC2C)c1 (stereo not given)	i	-21
O=C(C(Sc1ccccc1)c1ccccc1)N1CCOCC1 (stereo not given)	i	-10
c1ccc(Nc2nc(NCc3ccco3)c3ccccc3n2)cc1	i	31
O=C(NCC(c1cccnc1)N1CCOCC1)Nc1ccccc1 (stereo not given)	i	-18
NC(=O)c1ccsc1NC(=O)c1ccc(S(=O)(=O)N2CCCC2)cc1	i	-12
COc1ccc(NC(=O)CSc2nnc(-c3cc(C)[nH]n3)n2N)cc1OC	i	10
C=CCOc1ccc(CNCCc2ccc(S(N)(=O)=O)cc2)cc1	i	-7
CCOC(=O)N1CCc2c(sc(NC(=O)CN3CCOCC3)c2C#N)C1	i	-9
COc1ccc(-c2nc(SC(CC(=O)NCCO)c3cccs3)n[nH]2)cc1 (stereo not given)	i	-12
CN(Cc1ccco1)C(=O)c1c[nH]c2ccc(S(=O)(=O)Nc3ccc4c(c3)OCCO4)cc2c1=O	i	-6
Cc1c(NC(=O)C2(c3ccc(Cl)cc3)CCCC2)c(=O)n(-c2ccccc2)n1C	i	-39
O=C(CSc1nnc(C2COc3ccccc3O2)o1)Nc1nccs1 (stereo not given)	i	15
O=C(N/N=C/c1ccco1)c1ccc(NC(=O)c2ccc(Cl)cc2)cc1	i	-18
COc1ccc2c(c1)[nH]c1c(N3CCN(Cc4ccc5c(c4)OCO5)CC3)ncnc12	i	15
Cc1c(C(=O)OCCN2CCCCC2)oc2ccccc12	i	-23
CC(=O)Nc1ccc(Nc2nc(C)nc3c2nnn3Cc2ccccc2Cl)cc1	i	-36
Cc1ccc(C2c3sc(=O)[nH]c3SC3C(=O)NC(=O)C32)cc1 (stereo not given)	i	7
Cc1ccc(OC(=O)CCc2c(C)nc3ncnn3c2C)cc1	i	-18
COC(=O)[C@H](CCSC)NC(=O)N1CCN(c2cccc(C(F)(F)F)c2)CC1	i	2
COc1ccc(OC)c(C2C=C(C34CC5CC(CC(C5)C3)C4)NC(=S)N2)c1 (stereo not given)	i	-33

Other entries
SMILES	CHT allo act	OX1R antag
CCN1C(=O)C(CC(=O)Nc2ccc(Cl)cc2)N(NC(=O)c2ccncc2)C1=S (stereo not given)	i	-26
CCOC(=O)C1(Cc2ccccc2C)CCCN(C(=O)c2cc(C3CC3)[nH]n2)C1 (stereo not given)	i	-41
Cc1ccc(N2C(N)=C(C#N)C3(C(=O)N(C)c4ccccc43)C3=C2CC(C)(C)CC3=O)cc1Cl (stereo not given)	i	-15
COc1ccc(-c2cc(C(F)F)n3ncc(C(=O)NCC4CCCO4)c3n2)cc1 (stereo not given)	i	-29
Cc1cc(C)n(CCC(=O)N=Nc2c(O)[nH]c3ccccc23)n1	i	-4
Cc1cc(=O)[nH]c2c(C)cc(S(=O)(=O)N3CCCCC3)cc12	i	·
COc1ccccc1-c1sc2cc3c(cc2c1C#CCO)OCO3	·	-5
Cc1ccc(CNC(=O)c2ccc(CS(=O)(=O)c3ccccc3C)o2)cc1	i	-23
CCN(CC)S(=O)(=O)c1ccc(N/N=C(\C)c2ccc3c(c2)OCO3)c([N+](=O)[O-])c1	i	-18
O=C(NC1CC2CCCC(C1)N2C(=O)N1CCCCC1)C1CCCCC1 (stereo not given)	i	-17
CN(C)C(CNC(=O)CCc1nc2cc(Cl)ccc2n(Cc2ccccc2)c1=O)c1ccccc1 (stereo not given)	i	-33
CCC(C)[C@H]1CN=C(N)N1CCc1cccc2ccccc12 (stereo not given in full)	i	-5
C=CCC[C@@H](Cc1ccc(F)cc1)C(=O)OC[C@@H](C)NC(=O)[C@H](CC=C)CC(=O)N(CCO)Cc1ccccc1	·	-14
NC1=NC(c2ccc([N+](=O)[O-])cc2)N(c2ccc(F)cc2)C(N)=N1 (stereo not given)	i	-11
COc1ccc(-c2c(C#Cc3ccccc3)c3ccccc3n2C)cc1	i	-19
Cc1cnc(NC(=O)c2ccco2)s1	i	-13
COc1ccccc1N(C(=O)Cn1nnc(-c2ccc(C)o2)n1)C(C(=O)NC1CCCC1)c1ccncc1 (stereo not given)	i	6
Cc1ccc(C2(C)NC(=O)N(CC(=O)N3CCN(S(=O)(=O)c4cccs4)CC3)C2=O)cc1 (stereo not given)	i	-1
O=C1CSC(c2cccc([N+](=O)[O-])c2)N1C1CC2CCC1C2 (stereo not given)	i	-14
Cn1c(=O)c2c(nc(CN3CCCCC3)n2CCc2ccccc2)n(C)c1=O	12*	-14
O=C(Cc1cccs1)NCCS(=O)(=O)N1CCN(c2cccc(Cl)c2)CC1	i	-27
Cc1nnc(NC2=NCCC2)s1	i	-7
Cc1ccc(NC(=O)COC(=O)COc2ccc(Cl)cc2)c([N+](=O)[O-])c1	i	-8
COc1ccc(/C=C/C(=O)OCC(=O)c2c(N)n(C)c(=O)n(C)c2=O)cc1	i	-6
CNC(=O)c1c(NC(=O)C2=COCCO2)sc2c1CCC(C)C2 (stereo not given)	i	-8

New compounds follow.
SMILES	CHT allo act	OX1R antag
COc1ccc(CN(CCC(c2ccccc2)c2ccc(OC(C)C)cc2)C(=O)CCl)cc1OC (stereo not given)	i	-3
COC(=O)c1cn(C(C)C(=O)NCc2ccco2)c2ccccc12 (stereo not given)	i	-15
O=C(NCC1CCCO1)C1CCN(S(=O)(=O)c2cc(Cl)ccc2Cl)CC1 (stereo not given)	i	-6
CC1(C)CC(=O)C2=C(C1)N(Cc1ccco1)C(=O)C2(NC(=O)c1cccnc1)C(F)(F)F (stereo not given)	i	5
O=C(Nc1ccccc1N1CCN(c2ccccc2)CC1)c1cccc(F)c1	7.5*	-23
COc1cc(C(=O)Nc2ccc(C)cn2)c([N+](=O)[O-])cc1OC	i	-8
COc1ccccc1N1CCN(C2CCN(S(=O)(=O)c3ccc(NC(C)=O)cc3)CC2)CC1	i	-27
O=C(CCc1ccccc1)N1N=C(c2ccncc2)CC1(O)C(F)(F)F (stereo not given)	i	-22
O=C(CN1CCN(S(=O)(=O)c2ccccc2)CC1)NCCc1ccccc1	i	-23
Cc1cccc(C(=O)NC(=S)NNC(=O)Cc2ccccc2)c1	i	1
COc1ccc(Cc2nc(-c3cccnc3)no2)cc1OC	i	-17
O=C1CCC(C(=O)N2CCSCC2)CN1CCc1ccccc1 (stereo not given)	i	-2
O=S(=O)(Nc1cccc(-c2ccc(N3CCCCCC3)nn2)c1)c1ccc(F)cc1	i	-12
C=CCn1c(CCc2ccccc2)nnc1SCC(N)=O	i	-2
CC(C)(C)NC(=O)CSC(=Nc1cccc(F)c1)NC#N	i	-16
COc1c(N2C[C@@H]3CCCN[C@@H]3C2)c(F)cc2c(=O)c(C(=O)O)cn(C3CC3)c12	7.8*	-5
O=C(CN1C(=O)COc2ccccc21)NCCCN1CCCCC1	i	-17
CCOC(=O)C1=C(C)NC2=C(C(=O)c3ccccc32)C1c1ccc(O)cc1 (stereo not given)	i	-31
CCCOC(=O)c1ccc(Oc2cn[nH]c2-c2ccc(OC)cc2O)cc1	i	-1
COc1ccc(CCNC(=O)CCNS(=O)(=O)c2cc(Br)cnc2N)cc1OC	i	-17
Cc1ccc(CN2CCC(CNC(=O)C3CCCN(c4ncnc5c4nc4n5CCCCC4)C3)CC2)cc1 (stereo not given)	i	-38
O=S(=O)(c1ccc(Br)cc1)N1CCOC12CCCCC2	i	-33
Cc1cccc(-c2nc(S(=O)(=O)c3ccc(F)cc3)c(NCCCN3CCOCC3)o2)c1	i	-28
O=C(NCCN1C(=O)S/C(=C\c2cccnc2)C1=O)c1ccc(S(=O)(=O)N2CCCC2)cc1	i	-21
CCc1ccccc1NC(=O)CN1CCC(NC(=O)COC)CC1	i	-10

Compounds shown so far with bromine, in the order listed:
SMILES	CHT allo act	OX1R antag
COc1ccc(CCNC(=O)CCNS(=O)(=O)c2cc(Br)cnc2N)cc1OC	i	-17
O=S(=O)(c1ccc(Br)cc1)N1CCOC12CCCCC2	i	-33

New compounds follow.
SMILES	CHT allo act	OX1R antag
CCOC(=O)CC1COc2ccccc2N1C(=O)c1ccc(F)cc1 (stereo not given)	i	-18
Cc1c(Cl)cccc1S(=O)(=O)Nc1ccnn1C	i	-18
O=C(O)C1C2C=CC(C2)C1C(=O)NCCc1cccc(Cl)c1 (stereo not given)	i	-4
Cc1nn(Cc2ccc(F)cc2)c(Cl)c1/C=N/NC(=O)c1ccccc1	i	-24
O=C(c1ccco1)[C@@H]1[C@@H]2C(=O)N(c3ccc(F)cc3)C(=O)[C@@H]2[C@H]2C=Cc3ccccc3N21	i	-8
O=C(Nc1cccnc1)c1c(F)cccc1F	i	-6
Cc1ccc(OCc2cc(C(=O)NC3CCOC3)no2)cc1C (stereo not given)	i	-24
Cc1cc(C)nc(NS(=O)(=O)c2ccc(NC(=O)C3CC(=O)N(c4ccccc4)C3)cc2)n1 (stereo not given)	i	0

Among those listed so far, these contain a furan ring, fused or not:
SMILES	CHT allo act	OX1R antag
Cc1cc(C(=O)NNC(=O)c2ccc(C)s2)c(C)o1	i	3
CCOC(=O)c1oc2ccccc2c1COC(=O)CNC(=O)c1ccccc1	i	-20
COc1ccc2c(c1)CC(C)C/C2=N\NC(=O)c1ccco1 (stereo not given)	i	-6
CC(Sc1ccc(Cl)cc1)C(=O)NNC(=O)c1ccco1 (stereo not given)	·	-8
c1ccc(Nc2nc(NCc3ccco3)c3ccccc3n2)cc1	i	31
CN(Cc1ccco1)C(=O)c1c[nH]c2ccc(S(=O)(=O)Nc3ccc4c(c3)OCCO4)cc2c1=O	i	-6
O=C(N/N=C/c1ccco1)c1ccc(NC(=O)c2ccc(Cl)cc2)cc1	i	-18
Cc1c(C(=O)OCCN2CCCCC2)oc2ccccc12	i	-23
Cc1ccc(CNC(=O)c2ccc(CS(=O)(=O)c3ccccc3C)o2)cc1	i	-23
Cc1cnc(NC(=O)c2ccco2)s1	i	-13
COc1ccccc1N(C(=O)Cn1nnc(-c2ccc(C)o2)n1)C(C(=O)NC1CCCC1)c1ccncc1 (stereo not given)	i	6
COC(=O)c1cn(C(C)C(=O)NCc2ccco2)c2ccccc12 (stereo not given)	i	-15
CC1(C)CC(=O)C2=C(C1)N(Cc1ccco1)C(=O)C2(NC(=O)c1cccnc1)C(F)(F)F (stereo not given)	i	5
O=C(c1ccco1)[C@@H]1[C@@H]2C(=O)N(c3ccc(F)cc3)C(=O)[C@@H]2[C@H]2C=Cc3ccccc3N21	i	-8
